Screens as filed in PubChem.
UBC13 inh = UBC13 polyubiquitin chain formation inhibitors, primary screen, biochemical, TR-FRET, uHTS. Ubiquitin-conjugating enzyme E2 N (Homo sapiens), P61088. inhibition, % at 20 µM. 330,000 tested, 0.47% active. AID 485273, 2010; in the data active = inhibition above about 45%, passing the limit was not always enough
Target sequence (P61088 whole entry, looked up): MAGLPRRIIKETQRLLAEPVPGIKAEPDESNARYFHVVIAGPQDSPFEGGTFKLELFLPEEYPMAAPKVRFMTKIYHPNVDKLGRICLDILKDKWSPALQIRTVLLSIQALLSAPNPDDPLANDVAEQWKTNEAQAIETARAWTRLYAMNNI
SENP8 block-1 = human SENP8 protease inhibitors, primary screen, biochemical, fluorescence, Nedd8 protein substrate, uHTS | recombinant SENP8 | inhibition, % at 20 µM | 360,000 tested, 0.64% active | AID 602440, 2012; in the data active = inhibition mostly above about 40%, no sharp cut-off; inactive = mostly below about 27%
Target sequence (Q96LD8 whole entry, looked up): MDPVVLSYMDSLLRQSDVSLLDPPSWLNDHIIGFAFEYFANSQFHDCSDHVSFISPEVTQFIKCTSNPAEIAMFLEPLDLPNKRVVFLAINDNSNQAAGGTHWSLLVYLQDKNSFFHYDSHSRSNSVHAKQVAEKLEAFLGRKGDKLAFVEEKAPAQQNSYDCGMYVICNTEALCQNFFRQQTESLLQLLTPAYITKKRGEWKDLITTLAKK
SENP6 block = SENP6 protease inhibitors, primary screen, biochemical, luminescence, uHTS; Sentrin-specific protease 6 (Homo sapiens), Q9GZR1; Recombinant SENP6 catalytic domain, aminoluciferin luminescence; inhibition, % at 10 µM; 330,000 tested, 1.8% active; AID 2599, 2010;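 active = inhibition above about 50% at the single tested dose, limit read from the data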;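 also: plate controls were DMSO wells with enzyme for no effect and DMSO wells lacking enzyme for full effect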
MIN6 prolif = inducers of MIN6 beta-cell proliferation, primary screen, ATP luminescence, uHTS. MIN6 cells proliferation, ATPlite luminescence, 48 h; cells starved in 0.2% serum; 100% = growth in 10% serum. proliferation, % at 10 µM. 330,000 tested, 0.29% active;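 active = compounds whose signal lies at least 3.5 SD above the mean of all wells on their plate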;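 also: 0% = DMSO-treated cells in low-serum medium and 100% = 10% serum control; some compounds called inactive have numbers as strong as hits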
PfGluPho inh = PfG6PD enzyme inhibitors, primary screen, biochemical, fluorescence intensity, uHTS. glucose-6-phosphate dehydrogenase-6-phosphogluconolactonase (Plasmodium falciparum 3D7). PfGluPho enzyme, NADPH resazurin-diaphorase fluorescence. inhibition, % at 20 µM. 350,000 tested, 0.78% active. AID 504690, 2011;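 active = inhibition reaching at least a set limit at 20 µM in the primary screen, cut at about 59% in these data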;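 also: 0% = DMSO wells with substrate and 100% = DMSO wells lacking glucose-6-phosphate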
SENP1 inh = human SENP1 catalytic domain inhibitors, primary screen, biochemical, FRET, uHTS. recombinant SENP1 catalytic domain, CyPet-SUMO1-YPet FRET cleavage. inhibition, % at 10 µM. 360,000 tested, 0.21% active. AID 624204, 2012;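 active = inhibition at least 30% at 10 µM, raw YFP signal under a set limit, fluorescence ratio 0.5 to 1.5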;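 also: 0% = enzyme with DMSO and 100% = no enzyme wells; some results filed as inactive read as strong as hits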
Target sequence (Q9P0U3 419-644 limits assumed): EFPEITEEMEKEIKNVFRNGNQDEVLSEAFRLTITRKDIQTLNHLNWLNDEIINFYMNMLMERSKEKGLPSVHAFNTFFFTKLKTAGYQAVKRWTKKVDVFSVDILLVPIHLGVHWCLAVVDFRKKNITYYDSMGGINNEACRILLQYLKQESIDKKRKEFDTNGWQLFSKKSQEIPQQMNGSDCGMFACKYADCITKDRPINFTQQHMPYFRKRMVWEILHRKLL
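Test system: human SENP1 catalytic domain; medium: Tris pH 8 buffer plus EDTA, NaCl, BME, BSA, NP40, catalase; incubation: 50 min reaction at room temperature; technique: FRET, CFP and YFP emission; controls: no-enzyme low control and enzyme-plus-DMSO high control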
SENP8 block-2 = SENP8 protease inhibitors, primary screen, biochemical, luminescence; inhibition, % at 10 µM; AID 2540, 2010; 330,000 tested, 1.2% active; Sentrin-specific protease 8 (Homo sapiens), Q96LD8; purified SENP8, Z-RLRGG-aminoluciferin cleavage; in the data active = inhibition above about 50%
SENP7 block = SENP7 protease inhibitors, primary screen, biochemical, luminescence, uHTS; Sentrin-specific protease 7 (Homo sapiens), Q9BQF6; recombinant SENP7, Z-RLRGG-aminoluciferin luminescence, 40 min; inhibition, % at 5 µM; 330,000 tested, 1.5% active;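 active = inhibition above about 50% at the single test dose, limit read from the data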;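 also: plate controls were DMSO with enzyme for no effect and no enzyme buffer wells for full effect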
Target sequence (Q9BQF6 706-1050 limits assumed): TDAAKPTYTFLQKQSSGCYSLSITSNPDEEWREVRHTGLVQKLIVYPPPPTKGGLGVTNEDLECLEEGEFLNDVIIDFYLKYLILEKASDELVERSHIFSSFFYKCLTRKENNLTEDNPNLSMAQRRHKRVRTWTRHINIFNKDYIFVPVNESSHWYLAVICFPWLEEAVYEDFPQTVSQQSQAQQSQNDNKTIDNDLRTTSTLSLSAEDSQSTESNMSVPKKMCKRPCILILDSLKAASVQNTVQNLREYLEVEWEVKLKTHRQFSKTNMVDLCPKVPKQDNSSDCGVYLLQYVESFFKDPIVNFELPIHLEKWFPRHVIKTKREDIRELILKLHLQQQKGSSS
HKDC1 inh = HKDC1 hexokinase inhibitors, primary screen, biochemical, fluorescence, uHTS | 340,000 tested, 0.16% active | inhibition, % at 20 µM | Q2TB90 | AID 493160, 2011 | recombinant HKDC1, G6PDH/diaphorase resazurin coupled fluorescence;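 active = inhibition above about 35% when tested at 20 µM, limit read from the data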;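 also: plate controls were DMSO wells with enzyme for no effect and DMSO wells lacking enzyme for full effect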
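Material: recombinant HKDC1 hexokinase; Amount: HKDC1 at 5 µg/mL; Medium: Tris pH 8.0 buffer with MgCl2, Tween-20, BSA, BME; Schedule: 90 min reaction incubation at room temperature, dark; Technique: coupled resazurin fluorescence, excitation 525 nm, emission 613 nm.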
Numbers without * were called inactive; . = not tested or not shown; & = joins results of further samples.

Below each compound – UBC13 inh	SENP8 block-1	SENP6 block	MIN6 prolif	PfGluPho inh	SENP1 inh	SENP8 block-2	SENP7 block	HKDC1 inh
> COc1cc(OC)cc(-c2sc3ccc(OC)cc3c2C#CCCO)c1
 : 10.5	-392.6	-7.7	-6.6	15.6	-7.3	-16.9	-5.0	2.8
> Cc1cc(=O)c2cc3nc(-c4cccnc4)oc3c(Br)c2o1
 : 11.1	.	-10.3	-5.3	.	.	-7.1	11.0	.
> CCN=C(NC#N)SCc1c(F)cccc1Cl
 : -6.4	23.9	-23.3	2.0	-32.3	-1.1	-7.3	-8.9	14.6
> COc1cc(/C=N/NC(=O)c2cccc([N+](=O)[O-])c2)cc(OC)c1O
 : -3.6	12.1	-1.6	-1.2	16.5	0.8	-0.2	5.4	-11.9
> COc1cccc(C2C(=O)N(C3CCCCC3)CC(=O)N2Cc2ccc(F)cc2)c1 (stereo not drawn)
 : -5.5	5.5	-4.7	-2.2	-6.0	1.0	-8.5	-9.8	0.7
> COc1ccc(C(=O)NCCc2ccccc2F)cc1OC1CCN(C(C)=O)CC1
 : -7.3	-9.9	-4.6	-2.8	10.9	0.3	-4.4	-5.6	-2.6
> CCC(C)NC(=O)[C@@H]1CCCN1C(=O)C1CCN(S(=O)(=O)c2ccc(C)cc2)CC1 (stereo partly drawn)
 : -5.9	23.3	-26.3	-4.0	-13.0	2.6	-4.5	-11.5	-3.4
> Cc1ccc(NC(=O)CN(C)C(=O)C(C)OC(=O)CNC(=O)c2ccc(Cl)c([N+](=O)[O-])c2)cc1 (stereo not drawn)
 : 1.9	1.8	-2.0	-6.1	20.0	3.7	-8.5	7.0	-3.9
> COc1ccc(C(=O)COC(=O)C(C)N2C(=O)C3C4CCC(C4)C3C2=O)cc1 (stereo not drawn)
 : -2.9	-1.3	-4.5	0.0	-10.3	1.5	4.3	6.9	-2.1
> CC(=O)OCCCNc1cc(SCc2ccco2)c2nonc2c1[N+](=O)[O-]
 : -32.5	49.7*	63.1*	0.0	53.8	-10.5	60.4*	33.7	8.8
> CCn1c(=N)n(CC(=O)c2ccc(OC)cc2)c2ccccc21
 : 4.6	9.1	-3.4	-3.4	-6.3	0.1	-3.0	-9.0	0.6
> CC1(C(=O)N(CC(=O)NC2CCCC2)Cc2ccco2)CC(=O)N=C2C=CC=CN21 (stereo not drawn)
 : 14.6	-287.9	11.3	1.6	-9.5	-0.3	-1.2	-3.2	-7.3
> COc1cc2c(cc1OC)CN(Cc1cc(=O)oc3cc(C)c(Cl)cc13)CC2
 : -9.3	-330.8	-8.9	-4.0	-8.4	-16.8	-7.6	-4.3	-6.5
> O=C(O)CN(c1cccc(C(F)(F)F)c1)S(=O)(=O)c1ccccc1
 : -2.4	1.6	-22.0	-1.1	1.2	2.4	-1.6	4.4	-4.5
> COc1ccc(NC(=O)NC(C)c2ccc3c(c2)OCO3)cc1OC (stereo not drawn)
 : -3.0	8.0	3.9	-2.2	-6.1	0.6	-10.5	7.0	-3.5
> COc1ccccc1CNC(=O)C1CCN(S(=O)(=O)c2ccc(N3CCCC3=O)cc2)CC1
 : -4.2	12.5	7.0	1.2	-16.4	0.5	-11.3	6.7	-5.2
> CCOc1ccccc1C(=O)NCCCn1ccnc1
 : 7.4	8.1	-3.9	3.8	-10.2	-0.6	1.4	-0.2	-5.1
> O=c1c2cnn(-c3ccc(F)cc3)c2ncn1Cc1ccccn1
 : 3.1	.	-2.0	0.6	.	.	-4.1	-1.8	.
> COc1cccc(C(=O)N(Cc2cc3cc(C)ccc3[nH]c2=O)CC2CCCO2)c1 (stereo not drawn)
 : -5.5	-79.9	5.9	-3.9	-15.1	-2.2	-10.6	-6.1	0.0
> COc1ccc(NC(=O)CN(C)C(=O)C23CC4CC(CC(C4)C2)C3)cc1
 : 7.8	-0.2	-4.9	3.9	15.4	0.6	-9.3	-8.4	-3.2

3 entries from above, tab-delimited.
Structure	UBC13 inh	SENP8 block-1	SENP6 block	MIN6 prolif	PfGluPho inh	SENP1 inh	SENP8 block-2	SENP7 block	HKDC1 inh
CCN=C(NC#N)SCc1c(F)cccc1Cl	-6.4	23.9	-23.3	2.0	-32.3	-1.1	-7.3	-8.9	14.6
CC1(C(=O)N(CC(=O)NC2CCCC2)Cc2ccco2)CC(=O)N=C2C=CC=CN21 (stereo not drawn)	14.6	-287.9	11.3	1.6	-9.5	-0.3	-1.2	-3.2	-7.3
COc1cc(/C=N/NC(=O)c2cccc([N+](=O)[O-])c2)cc(OC)c1O	-3.6	12.1	-1.6	-1.2	16.5	0.8	-0.2	5.4	-11.9

Other compounds
Below each compound – UBC13 inh	SENP8 block-1	SENP6 block	MIN6 prolif	PfGluPho inh	SENP1 inh	SENP8 block-2	SENP7 block	HKDC1 inh
> CCOc1ccc(S(=O)(=O)N2CCCC(C(=O)Nc3cc(C)cc(C)c3)C2)cc1 (stereo not drawn)
 : 1.5	7.2	3.6	-3.5	-8.1	0.1	6.0	-0.1	-7.1
> COCC(C)n1c(-c2ccc3c(c2)NC(=O)CO3)csc1=Nc1ccc(OC(F)F)cc1 (stereo not drawn)
 : -10.9	11.2&22.5	-9.6	-5.7	33.7&20.0	1.5&2.0	-6.0	-12.2	1.6&7.0
> NNC(=O)c1ccc(-c2cccc([N+](=O)[O-])c2)o1
 : 2.5	20.7	3.9	0.9	-7.9	-0.8	-4.3	2.5	-6.0
> Cn1cnnc1SCCOc1ccc(Cl)cc1
 : 7.2	-1.2	-25.9	0.4	7.8	1.0	-5.8	2.4	-5.9
> CCCNC(=O)c1ccc(CN2CCOCC2)cc1
 : -2.3	7.0	-4.7	0.6	9.3	1.5	-15.1	-14.0	1.6
> CC1=NOC(=O)/C1=C\c1ccc2c(c1)OCO2
 : -7.0	2.9	-9.4	2.1	8.2	2.7	-11.2	0.9	0.8
> Cc1noc(C)c1C(=O)Nc1ccc2ccccc2c1
 : -15.1	-1.4	-0.3	-1.8	1.0	0.7	-4.6	8.0	0.6
> NC(=O)c1cc2ccccc2o/c1=N\NC(=O)c1ccc(F)cc1
 : -11.7	17.5	26.1	-1.9	-4.2	1.1	10.6	7.3	2.2
> NC(=NC(=O)c1ccccc1)N1N=CCC1c1ccccc1 (stereo not drawn)
 : 6.3	9.0	-6.7	-2.1	-23.1	0.4	-1.3	5.6	16.3
> Cc1ccc(NC(=O)N2CCCC2C(=O)NCCC2=CCCCC2)cc1 (stereo not drawn)
 : 4.8	21.3	4.0	-2.0	13.6	-1.3	2.3	-1.0	-4.8
> Cc1ccc(C(=O)OCC(=O)NC2CCCCC2)o1
 : 9.4	10.6	12.1	-2.4	-0.4	1.3	-3.1	-2.5	-2.3
> Cc1ccc2c(c1)NC(=O)CC(c1ccccc1)=N2
 : 4.8	13.7	3.7	-2.0	1.9	0.2	3.2	1.4	-4.7
> COc1ccc(Cn2c(C)nnc2-c2cnn(C)c2N)cc1OC
 : 16.7	-2.6	-16.1	-1.7	-19.0	0.3	-2.4	15.0	-1.2
> COc1ccccc1N1CCN(C/C(O)=C(\C#N)c2nc(-c3ccccc3)cs2)CC1
 : -10.0	12.5	-25.3	-0.2	-29.3	-5.2	-6.6	-1.4	-4.2
> COc1cc(NS(=O)(=O)c2ccc(NC(=S)NC(=O)C(C)(C)C)cc2)nc(OC)n1
 : -0.2	9.6	-17.5	2.1	-16.2	0.9	-6.0	-5.9	-11.7
> Cc1cccc(C)c1NC(=O)CNC(=O)c1cn(-c2ccccc2)nc1-c1ccccc1
 : -2.1	-1.6	4.6	-3.4	-2.3	-1.4	7.6	-5.1	-5.5
> CC(=O)N1CCN(c2ccc(NC(=O)COc3ccc(Cl)cc3Cl)cc2)CC1
 : 0.2	24.0	-14.1	0.8	-14.0	1.3	-8.4	-7.1	0.7
> Cc1ccc(C(=O)N/C(=C\c2cccs2)C(=O)NCCCn2ccnc2)cc1C
 : -9.6	14.6	10.2	1.0	-7.3	-1.1	0.8	6.7	-1.8
> CC(=O)C1=C(C)NC(SCC(=O)c2ccc(Cl)c(Cl)c2)=C(C#N)C1c1ccco1 (stereo not drawn)
 : -1.6	7.1	-41.7	-4.3	9.6	-16.6	-0.2	10.3	4.9
> Cc1cc(C(=O)NNC(=O)COc2c(C)cc(Br)cc2C)n[nH]1
 : 1.8	13.8	6.0	2.7	6.0	1.6	-5.5	-8.3	-3.2
> Cn1c(=O)c2[nH]c(=O)cnc2n(C)c1=S
 : -10.8	-65.9	-4.7	-3.5	-8.2	-36.6	7.4	12.1	-5.7
> COc1ccccc1NC(=S)N(CCc1nc2cc(C)c(C)cc2[nH]1)Cc1cccnc1
 : -4.0	13.2	-10.2	-2.9	37.5	-0.1	-11.6	10.0	1.3
> Cc1c(C)[n+](=O)c2c(n1[O-])CCC2
 : -3.3	11.4	1.3	0.1	-9.5	1.8	0.2	9.3	-5.5
> Cc1ccc(S(=O)(=O)N2CCN(C(=O)N3CCOCC3)C2c2ccc(N(C)C)cc2)cc1 (stereo not drawn)
 : -1.2	4.1	1.2	1.2	-5.2	-0.3	2.7	5.3	7.8
> CC(=O)Nc1nc2c(F)cccc2s1
 : -1.5	-1.9	-4.4	5.0	-1.6	0.8	3.3	-0.1	-3.4
> Cc1cc(NC(=O)c2ccccc2F)n(-c2nc3ccccc3[nH]2)n1
 : 0.3	6.8	-6.4	1.0	-6.4	-1.1	-6.3	5.3	0.3
> O=C(CN1C(=O)c2ccccc2S1(=O)=O)c1ccc(O)c(O)c1
 : -3.4	15.2	-12.4	4.8	-34.2	1.6	0.5	-0.8	-5.7
> CCc1noc(C)c1C(=O)N1CCN(S(=O)(=O)c2ccc(Cl)cc2)CC1
 : 5.3	-0.4	11.4	-0.1	9.1	0.0	5.4	-1.1	-3.0
> COc1ccc(-c2csc(NC(=O)c3cc(-c4cccs4)nc4ccccc34)n2)c(OC)c1
 : -19.0	-220.7	2.7	-0.2	4.5	0.4	-1.1	-7.2	-14.1
> CCOc1cc(C(=O)N/N=C\c2cn(CC)nc2C)cc(OCC)c1OCC
 : 0.7	4.0	-1.5	0.0	-10.1	3.7	1.4	-5.6	1.6
> CCC(C)c1ccccc1N1CC(C(=O)N(C)CC(=O)Nc2cccc(F)c2)CC1=O (stereo not drawn)
 : 3.2	1.7	4.0	-1.3	3.7	2.4	3.7	7.5	-0.3
> COc1cc(S(=O)(=O)Nc2cccc(C)c2)ccc1N=Cc1c(C)[nH]n(-c2ccccc2)c1=O
 : 0.4	.	-0.1	0.0	.	.	7.1	1.8	.
> CC(NCCOc1ccccc1F)C(=O)Nc1ccc(S(N)(=O)=O)cc1 (stereo not drawn)
 : 3.5	11.1	9.5	-2.3	2.8	-7.8	9.0	1.4	-4.3
> O=C(/C=C/Nc1cccc(C(F)(F)F)c1)c1ccco1
 : 2.0	-363.8	26.3	-2.3	6.9	-64.5	4.6	-7.1	-0.3
> Cc1c(-n2c(SCC(=O)O)nnc2-c2ccccc2Cl)c(=O)n(-c2ccccc2)n1C
 : -8.4	19.3	-7.2	-1.2	-16.2	0.8	6.1	2.3	2.3
